Screening results (PubChem BioAssay)
Growth percent in the NCI-60 one-dose screen (48 h, 10 µM unless noted): 100 = growth as untreated, 0 = no growth, -100 = all killed.
K-562 – K-562 leukemia; 7.4% of 78,000 active
MDA-MB-468 – MDA-MB-468 breast cancer | 8.5% of 78,000 active
BT-549 – BT-549 breast cancer; 4.4% of 78,000 active; AID 1794793
SR – SR leukemia cells. 8.7% of 73,000 active. AID 1794780
MDA-MB-435 – MDA-MB-435 melanoma. AID 1794794. 7.8% of 82,000 active
MOLT-4 – MOLT-4 leukemia cells; 6.9% of 80,000 active
MDA-MB-231 – MDA-MB-231 breast cancer | 5% of 81,000 active
MCF7 – MCF7 breast cancer; 6.3% of 82,000 active; AID 1794796
* = called active by the depositor; nt = not tested or not shown; ! = a repeat was not active. The calls were made as follows: active = growth percent below 10; inactive = the rest.

SMILES	K-562	MDA-MB-468	BT-549	SR	MDA-MB-435	MOLT-4	MDA-MB-231	MCF7
Cc1cnc(NS(=O)(=O)c2ccc(N)cc2)nc1-c1ccccc1O	120	nt	100	111	101	106	110	104
Nc1c(-c2ccc3c(c2)OCCO3)oc2ccccc2c1=O	nt	93	101	81	82	78	91	87
C/C=C(/c1cccnc1)C1c2ccccc2NC1CC (centres undefined)	91	86	93	96	94	103	95	97
O=C(N/N=C/c1ccc(F)cc1)c1cnc2n(c1=O)CCCCC2	94	111	102	86	102	97	93	89
COc1cccc(C(=O)Nc2cccc(-c3cc(=O)c4c(O)c(OC)c(OC)cc4o3)c2)c1	31	71	66	45	66	51	77	65
COc1ccc(-c2nc(-c3nc4ccc(C)cc4[nH]3)c3ccccn23)cc1	20	45	68	33	63	40	33	35
O=C(C[n+]1cccc2c3ccccc3ccc21)c1ccc(Cl)cc1	18	31	68	12	62	34	53	39
COc1cc2nc(SCc3cc(OC)c(OC)c(OC)c3)n(-c3ccc(C)cc3)c(=O)c2cc1OC	82	99	75	82	88	116	83	94
CC(C)Cc1ccc(C(C)C(=O)NCc2ccc(Cn3c(=O)sn(CCCCl)c3=O)cc2)cc1 (centres undefined)	2.2*	-84*!	-68*!	3.8*!	-84*!	0.9*!	-77*!	-31*!
CSc1nn(-c2ccccc2)c2ncnc(Oc3ccc(C)cc3)c12	89	93	98	92	102	95	67	98
Cc1ccc(-c2ncc(S(C)(=O)=O)o2)cc1	87	101	102	89	101	94	101	91
CCOC(=O)c1c(NCC(=O)Nc2cccc([N+](=O)[O-])c2)sc2c1CCCC2	3.3*	-77*	-57*	12	-92*	5.2*	-44*	-13*
COc1ccc2nc(NC(=O)/C(=C/c3cc(OC)c(OC)c(OC)c3)c3ccc(OC)c(OC)c3)sc2c1	nt	109	101	73	101	84	69	87
COc1cccc(/C=C2\S/C(=N/c3nccs3)NC2=O)c1	22	60	87	24	57	38	61	39
Nc1ncnc2c1c(-c1ccccc1)nn2Cc1cccc(B(O)O)c1	113	96	72	94	104	96	75	98
O=C(Nc1cccnc1)c1cccc([N+](=O)[O-])c1	122	111	97	136	118	145	101	96
Cc1ccc2nc(-c3ccc(OCC(=O)N=Nc4c(O)[nH]c5ccccc45)cc3)[nH]c2c1	5.2*	61	109	-18*	64	40	74	-25*
Cc1ccc(-c2cc(C3=C(c4cccs4)NC(=S)NC3C)n[nH]2)o1 (centres undefined)	90	104	76	87	107	86	108	88
CCn1c(SCC(=O)N/N=C(\C)c2ccc(Cl)cc2)nc2c1c(=O)n(C)c(=O)n2C	98	97	99	93	100	92	104	96
O=S(=O)(Nc1cccc(C(F)(F)F)c1)c1cc(Cl)c(Cl)cc1Cl	80	71	86	119	97	88	84	93
C[N+](C)(C)CCOC(OCC[N+](C)(C)C)(c1ccccc1)c1ccccc1	99	128	101	89	121	102	108	93
CC(Sc1ccccc1)C(=O)O (centres undefined)	152	nt	96	153	97	141	93	100
COc1ccc(-c2nc(SCc3cc(=O)oc4cc(C)cc(C)c34)[nH]c(=O)c2C(=O)NC(C)(C)C)cc1	108	113	98	109	103	108	101	87
C=C(C)[C@@H]1CC[C@]2(C(=O)O)CC[C@]3(C)[C@H](CC[C@@H]4[C@@]5(C)C[C@@H](CC#Cc6ccccn6)[C@H](O)C(C)(C)[C@@H]5CC[C@]43C)[C@@H]12	54	nt	96	71	97	91	96	74
CC1CCCC(C)(C)C1NCCOC(=O)c1ccc([N+](=O)[O-])cc1 (centres undefined)	nt	112	107	89	119	94	99	95
O=C(O)c1cc2c(s1)C(=O)c1sccc1C2=O	-1.5*	nt	-90*	-12*	-100*	72	75	-57*
O=[N+]([O-])c1ccc2c(c1)/C(=N\O)c1cc(Cl)c(Cl)cc1-2	75	102	nt	69	102	32	nt	81
CCOC(=O)C(CC)C(C)O (centres undefined)	104	101	101	92	105	100	107	100
CCCCC(CC)CO (centres undefined)	97	110	101	104	107	104	102	94
CC(=O)Nc1cccc(OCCCOc2cccc([N+](=O)[O-])c2)c1	119	nt	100	nt	135	114	126	124
CS(=O)(=O)c1cc(=O)[nH]c(=O)[nH]1	94	104	107	89	103	100	112	96
FC(F)(F)c1ccc(-c2cnc(Br)nc2NC2CCCCCC2)cc1	11	13	57	51	20	57	62	27
COc1ccc2nc3cc(Cl)ccc3c(Nc3cc(CN4CCCC4)c(O)c(CN4CCCC4)c3)c2n1	nt	-53*	-37*	-19*	-94*	-25*	-22*	-12*
Nc1ncnc2c1N=C(c1ccc(Cl)cc1)CC(c1sc(Cl)nc1Cl)N2 (centres undefined)	86	68	75	86	93	nt	80	77
COc1cccc(-c2nn(-c3ccccc3)cc2-c2ccnc(NCCNC(=O)c3ccc(F)cc3)c2)c1	64	59	72	54	85	nt	106	81
C[C@@H](c1ccc2nccn2c1)n1nnc2ncc(-c3cnn(C)c3)nc21	91	75	110	103	104	94	97	100
Cc1cccnc1Br	115	113	107	96	118	89	111	100
Cc1cc(N)c(S(=O)(=O)NO)cc1Cl	110	125	115	104	110	100	127	92
O=C(NCCN1CCCC1)n1cc(-c2ccncc2)c(-c2cc(O)cc(Cl)c2)n1	82	76	111	50	57	83	81	96
CCCCC1COc2cccc3c2N1C=C/C3=C\C(=O)N(C)c1ccc(Br)cc1 (centres undefined)	92	87	115	105	105	88	97	95
O=C(CSc1nccc(N2CCOCC2)n1)c1ccc(Cl)cc1	85	76	90	98	96	86	91	89
COc1cc(OC)cc(-c2ccc(-c3ccc(C(=N)N)cn3)o2)c1	-60*	-70*	-3.6*	0.8*	-64*	-42*	-83*	-66*
CC(=O)O[C@@H]1CCN2C(=O)N(C)c3ccccc3[C@@H]2C1	94	126	108	93	107	100	111	95
CN(C)CCS(=O)(=O)Nc1cc(-c2ccc3ncnc(Nc4ccc(F)c(Cl)c4)c3c2)cnc1Cl	9.3*	-53*	-18*	-29*	-48*	-37*	-27*	8.9*
COc1ccc(OC)c(C(=O)c2oc3ccc(Br)cc3c2N)c1	8.2*	24	28	10	-65*	19	30	16
C/C(=N\O)C(c1ccc(Cl)cc1)c1ccc(Cl)cc1	89	83	nt	91	100	86	95	76
O=C(Cc1nc2cc(Cl)c(Cl)cc2nc1CC(=O)c1ccncc1)c1ccncc1	43	65	56	nt	59	25	nt	25
Nc1ccc(N=Nc2ccc(-c3ccc(N=Nc4ccc(N)c5cc(S(=O)(=O)O)ccc45)cc3)cc2)c2ccc(S(=O)(=O)O)cc12	104	105	111	87	108	100	102	94
ClCCOCCOc1ccc(Cl)cc1Cl	113	109	105	122	108	106	121	96
CCCC1N=C(N)N=C(N)N1c1ccc(OC)cc1 (centres undefined)	94	88	97	90	102	96	101	89
Additional structures follow.
SMILES	K-562	MDA-MB-468	BT-549	SR	MDA-MB-435	MOLT-4	MDA-MB-231	MCF7
COc1ccc(Cl)cc1Nc1nc(C(F)(F)F)ccc1C(=O)N/N=C/c1ccc(Cl)cc1	29	nt	37	-0.9*	59	1.9*	31	24
COc1ccc(-c2cc(C)nc3[nH]c(=O)sc23)cc1	62	76	59	76	79	87	35	84
Cc1nc(Cl)c2c(n1)N(C)c1ccc(O)cc1C(C)C2 (centres undefined)	41	62	nt	62	54	66	64	93
CCCCCCCCCCCCCCCCCCCC(=O)NCCc1c[nH]c2ccc(OC(=O)CCCC(=O)OCCOOCCOOCCOOCCOOCCOOCCOOCCOOCCOOCCOOCCOOCCOOCCOC)cc12	2.2*	86	-20*	nt	83	-4.7*	45	24
CC(C)(C)c1cc(-n2c(-c3ccc(Cl)cc3)nc3cc(C(=O)Nc4ccc(Cl)cc4)ccc32)n[nH]1	41	52	59	70	73	46	80	39
COC(=O)/C(O)=C/c1nonc1-c1ccccc1	103	102	101	109	107	104	101	99
CC(=O)N(c1nc2ccccc2s1)N1C(=O)c2ccccc2C1=O	97	109	99	nt	109	99	89	93
COc1ccc(C2C3=C(COC3=O)N(CCO)c3cc4c(cc32)OCCO4)cc1OC (centres undefined)	28	-32*	54	17	-44*	55	57	16
CCc1c(Nc2ccc(C)c(C)c2)[nH]c(N)nc1=S	105	98	98	101	103	107	101	93
O=c1[nH]c(Nc2cccc(Cl)c2)nc2nc(Nc3ccc(NC(=S)Nc4ccccc4)cc3)nc(-c3ccc(O)cc3O)c12	99	nt	134	53	107	90	79	115
Fc1ccc(CSc2nnc(-c3cccnc3)o2)cc1	97	118	92	nt	111	nt	116	103
O=C(/C=C/c1cn(-c2ccccc2)nc1-c1ccccc1)CCC(=O)NO	100	101	101	82	112	80	105	92
COc1ccc(C2C(C#N)=C(N)Oc3n[nH]c(-c4cccs4)c32)cc1C(F)(F)F (centres undefined)	nt	87	96	55	68	76	106	75
CC(C)(C)n1cc(-c2ccnc(NCCCNS(=O)(=O)c3cccc(F)c3)c2)c(-c2cccc(F)c2)n1	21	33	67	26	92	nt	85	55
CC(C)c1ccccc1S	94	106	97	94	113	92	112	114
COc1cccc(-c2nc(-c3ccc(NC(=O)Oc4ccccc4)cc3)[nH]c2-c2ccnc(Br)c2)c1	92	99	123	96	nt	81	93	83
NC1=NC2(CCCC2)N=C(Nc2ccc(S(N)(=O)=O)cc2)N1	87	106	114	94	100	100	101	91
COC(=O)C(C(=O)OC)C(CC(=O)c1ccc(Br)cc1)c1ccccc1 (centres undefined)	96	106	104	95	88	89	95	104
O=C(C[C@@H](C(=O)NCc1cccc(C(F)(F)F)c1)N1C(=O)[C@@H](N2C(=O)OC[C@@H]2c2ccccc2)[C@H]1/C=C/c1ccccc1)NC1CCN(Cc2ccccc2)CC1	-51*	-1.2*	74	-23*	67	-5.4*	64	7.3*
O=S(=O)(NCCNc1cc(-c2c(-c3cccc(O)c3)nc3sccn23)ccn1)c1ccc(Br)cc1	34	48	55	nt	26	33	73	37
COc1cccc(OC)c1[N+](=O)[O-]	111	91	108	114	99	110	111	95
CCn1cc(C(=O)O)c(=O)c2cc(F)c(N3CCN(CC(=O)Nc4ccc(/C(C)=N/O)cc4)CC3)cc21	108	113	119	108	111	119	101	98
COC(=O)c1cc(Cl)nc(SC)n1	89	103	99	91	112	94	118	96
COc1ccc(-c2cc(=O)oc3ccc(Cl)cc23)cc1F	7.2*	26	19	11	-21*	7.8*	22	17
CCCCCNC(C)COC(=O)c1ccc(N)cc1 (centres undefined)	95	99	103	94	103	91	96	91
O=C(CNc1nc(-c2cccc([N+](=O)[O-])c2)cs1)Nc1ccc(Br)cc1	108	101	97	97	103	107	102	94
N#Cc1c(-c2ccc(Cl)cc2)nc2c(c(-c3ccccc3)nn2-c2ccccc2)c1-c1ccc(O)cc1	8.4*	31	62	nt	49	24	37	20
O=C1c2ccccc2CCc2ccccc21	nt	95	99	104	100	111	97	95
COC(=O)c1ccc([N+](=O)[O-])c(C)c1	134	102	86	80	101	112	117	91
COc1ccc(C(=O)c2cc3ccccc3o2)cc1	99	99	100	92	95	101	99	93

Compounds above that contain bromine:
SMILES	K-562	MDA-MB-468	BT-549	SR	MDA-MB-435	MOLT-4	MDA-MB-231	MCF7
FC(F)(F)c1ccc(-c2cnc(Br)nc2NC2CCCCCC2)cc1	11	13	57	51	20	57	62	27
Cc1cccnc1Br	115	113	107	96	118	89	111	100
CCCCC1COc2cccc3c2N1C=C/C3=C\C(=O)N(C)c1ccc(Br)cc1 (centres undefined)	92	87	115	105	105	88	97	95
COc1ccc(OC)c(C(=O)c2oc3ccc(Br)cc3c2N)c1	8.2*	24	28	10	-65*	19	30	16
COc1cccc(-c2nc(-c3ccc(NC(=O)Oc4ccccc4)cc3)[nH]c2-c2ccnc(Br)c2)c1	92	99	123	96	nt	81	93	83
COC(=O)C(C(=O)OC)C(CC(=O)c1ccc(Br)cc1)c1ccccc1 (centres undefined)	96	106	104	95	88	89	95	104
O=S(=O)(NCCNc1cc(-c2c(-c3cccc(O)c3)nc3sccn23)ccn1)c1ccc(Br)cc1	34	48	55	nt	26	33	73	37
O=C(CNc1nc(-c2cccc([N+](=O)[O-])c2)cs1)Nc1ccc(Br)cc1	108	101	97	97	103	107	102	94

The results go on.
SMILES	K-562	MDA-MB-468	BT-549	SR	MDA-MB-435	MOLT-4	MDA-MB-231	MCF7
c1ccc(Oc2ccccn2)cc1	104	112	112	nt	112	100	103	101
Cc1nc2ccccc2c(Cl)c1C	99	118	102	99	113	105	90	104
CN1CCN(CCOC(=O)Nc2ccccc2)CC1	117	96	90	109	97	107	100	93
O=C(C1=Cc2cc3ccccc3n2Cc2cnnn21)c1ccc(Br)cc1	82	98	102	94	97	78	75	92
COC1=C[C@]23CCCN2CCc2cc4c(cc2[C@@H]3[C@@H]1OC(=O)C(C)(C)O)OCO4	70	78	119	83	80	83	79	77
O=C1CCC(c2nc3ccccc3c(=O)[nH]2)N1 (centres undefined)	102	100	94	97	105	106	98	93
COc1cc(-c2nnc(-c3c(-c4ccc(F)cc4)nc4ccccn34)o2)cc(OC)c1OC	99	99	66	25	94	90	65	73
COc1ccc(/C(=N\N=C(N)N)c2ccc(Cl)cc2)cc1OC	50	53	81	43	58	52	71	55
Nc1ccc(S(=O)(=O)Nc2ccsc2-c2nc(-c3ccccc3)no2)cc1	13	43	59	nt	4.0*	36	62	56
CCOC(=O)N1CCN(CCCCOc2ccc(Cl)cc2)CC1	94	97	108	98	112	99	110	97
Cc1n(Cc2ccc3ccccc3c2)c(Cl)c(Cl)[n+]1Cc1ccc2ccccc2c1	9.4*	-20*	27	6.7*	-2.3*	25	11	21
CCCCSc1nc(N)nc2c1ncn2CC(C)CC (centres undefined)	90	nt	119	93	101	96	106	91
